# AddAB inh = less growth of phage-infected E. coli with AddAB | E. coli expressing H. pylori AddAB, absorbance growth | inhibition, % at 11.9 µM | 330,000 tested, 0.29% active; in the data active = inhibition above about 12%;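 note: 0% = vehicle wells of infected cells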
# E coli growth = bacterial growth inhibition, counter-screen for AddAB inhibitors; E. coli V3065 growth, OD600 absorbance, 18 h; inhibition, % at 11.9 µM; 330,000 tested, 0.27% active; AID 449728;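 active = inhibition above the campaign's mean inhibition across all tested compounds plus 3 SD, cut at about 9.9% in these data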;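 note: uninfected addAB+ strain grown without phage in ampicillin broth; 0% = DMSO wells and 100% = ciprofloxacin 0.95 µg/ml wells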
# phage Ecoli inh = E. coli growth loss with phage present. growth absorbance. inhibition, % at 11.9 µM. 360,000 tested, 0.26% active. AID 651602; in the data active = inhibition above about 11%
# Tat transport = inhibitors of E. coli Tat protein transport | 340,000 tested, 0.036% active | E. coli MC4100 TorA-mCherry Tat export, fluorescence | AID 488895 | inhibition, % at 10 µM;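 active = mean replicate inhibition at least 50% and at least half of replicates individually reaching 50%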;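 note: exported cargo escapes ClpAP degradation while cytoplasmic cargo is degraded and loses fluorescence; 0% = median of neutral control wells and 100% = median of NaSCN control wells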
# PKA-R1A activ = activates the PKA-R1A holoenzyme complex; P00514+P68181; PKA-R1A dissociation, Cy5-IP20 fluorescence polarization; scaled: DMSO 0%, 113 µM cGMP 100%; activation, % at 11.4 µM; 340,000 tested, 0.083% active;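 active = percent activation above the mean of all tested compounds plus 3 SD, cut at about 19% in these data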;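 note: higher means more PKAc released from R1A so a rise in polarization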
# HTR5A inv ctr = counter-screen for OPRM1-OPRD1 inverse agonists: human HTR5A inverse agonism; P47898; HTR5A cell line, luminescence; inhibition, % at 9.3 µM; 340,000 tested, 0.083% active; in the data active = inhibition mostly above about 23%, no sharp cut-off; inactive = mostly below about 18%;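 note: 0% = cells with DMSO and 100% = no-cell wells with DMSO; some compounds called inactive have numbers as strong as hits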
# Target sequence (P47898 whole entry, looked up): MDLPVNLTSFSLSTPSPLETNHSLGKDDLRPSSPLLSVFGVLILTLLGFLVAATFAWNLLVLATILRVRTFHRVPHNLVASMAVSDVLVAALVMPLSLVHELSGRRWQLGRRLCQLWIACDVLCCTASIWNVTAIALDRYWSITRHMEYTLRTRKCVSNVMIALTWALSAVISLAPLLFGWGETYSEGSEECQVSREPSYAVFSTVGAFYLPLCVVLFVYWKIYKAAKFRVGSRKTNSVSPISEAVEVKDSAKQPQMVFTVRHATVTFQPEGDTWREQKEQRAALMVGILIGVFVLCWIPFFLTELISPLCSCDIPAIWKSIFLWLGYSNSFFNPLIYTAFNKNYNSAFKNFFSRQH
# PKA-R2B activ = PKA-R2B complex activation; 340,000 tested, 0.079% active; PKA-R2B holoenzyme dissociation, Cy5-IP20 fluorescence polarization; R2B truncated from residue 108, S112A mutant; 0% DMSO only, 100% 113 µM cGMP; activation, % at 11.4 µM; AID 504700; P22694+P31323;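 active = activation above a cutoff set at the mean over all compounds plus 3 SD, cut at about 18% in these data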;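 note: higher means more holoenzyme dissociation and a rise in polarization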
# Target sequence (P31323 whole entry, looked up, other chains not shown, the tested form may be a part): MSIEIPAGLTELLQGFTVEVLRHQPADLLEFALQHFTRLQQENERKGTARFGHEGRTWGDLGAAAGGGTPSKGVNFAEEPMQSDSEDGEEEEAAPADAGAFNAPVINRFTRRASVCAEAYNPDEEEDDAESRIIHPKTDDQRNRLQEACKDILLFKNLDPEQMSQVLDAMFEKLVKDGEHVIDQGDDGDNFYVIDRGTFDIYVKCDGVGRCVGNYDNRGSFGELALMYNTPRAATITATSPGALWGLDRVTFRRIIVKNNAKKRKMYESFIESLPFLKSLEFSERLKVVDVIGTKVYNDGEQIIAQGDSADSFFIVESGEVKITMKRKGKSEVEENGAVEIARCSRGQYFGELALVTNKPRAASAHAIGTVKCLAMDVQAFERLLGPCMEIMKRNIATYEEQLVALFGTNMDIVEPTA
# DAGLB inhibitor = diacylglycerol lipase beta (human) inhibition; 340,000 tested, 0.059% active; inhibition, % at 5.17 µM; HEK293T DAGLB membrane lysate, EnzChek fluorogenic substrate; Q8NCG7; in the data active = inhibition above about 34%;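 note: 0% = enzyme with vehicle and 100% = wells lacking enzyme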
# SUMO Mot1 rescue = SUMOylation pathway inhibition by Mot1-301 growth rescue; S. cerevisiae Mot1-301 growth rescue, ATP luminescence, 38.5C; percent above DMSO median, 100 means doubled; growth rescue, % at 18.8 µM; 320,000 tested, 1% active; AID 2716;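 active = every valid replicate shows activation above 250% relative to neutral control wells; inactive = the rest, any valid replicate at or below 250%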;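 note: OY570 slx delta 5 strain wells were the positive control but not used for scaling; some compounds called inactive have numbers as strong as hits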
# CDK5 p35 inh = CDK5/p35 (human) kinase inhibition | Recombinant CDK5/p35, ADP-Glo luminescence, 60 min | inhibition, % at 10 µM | 330,000 tested, 0.01% active;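 active = highest replicate inhibition of at least 50% and at least 75% of replicates reaching 50%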;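 note: plate controls were DMSO neutral control for no effect and GW8510 at 10 µM for full effect; many of its hits are not listed in these tables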
# HTR5A ag = counter-screen for OPRM1-OPRD1 agonists: human HTR5A agonism | activation, % at 9.3 µM | HTR5A agonist assay, luminescence, cell-based | 340,000 tested, 0.61% active | P47898; in the data active = activation mostly above about 9.5%, no sharp cut-off; inactive = mostly below about 7.6%;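 note: 0% = cells with vehicle only and 100% = reference agonist; strong numbers were not always called active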
# Active calls of the source: *; . = not tested or not shown.
SMILES,AddAB inh,E coli growth,phage Ecoli inh,Tat transport,PKA-R1A activ,HTR5A inv ctr,PKA-R2B activ,DAGLB inhibitor,SUMO Mot1 rescue,CDK5 p35 inh,HTR5A ag
c1cn(C23CC4CC(CC(C4)C2)C3)cn1,0.9,-1.5,3.5,-14,12,-20,-11,0,3,-4.7,-1
O=C(/C=N/O)Nc1ccc(F)cc1,1.0,1.8,1.0,-7,-9,8,3,0,-11,0.3,6
C=CCC[C@H](Cc1ccc(F)cc1)C(=O)OC[C@H](Cc1c[nH]c2ccccc12)NC(=O)[C@H](CC=C)CC(=O)N[C@H](CO)Cc1ccccc1,-0.7,-2.5,-0.5,-6,4,-25,-4,14,-4,1.3,3
CCOc1ccc(C(=O)Nc2cc(C)c3c(=O)oc4ccccc4c3n2)cc1,-1.1,-0.7,2.4,-13,-1,11,0,2,8,-2.1,-4
CC1NC(C)(C)Cc2c1ccc1ccccc21 (stereo not given),1.5,0.8,2.0,4,-3,-13,-3,2,.,0.9,5
COc1ccc(C(=O)Nc2ccc(C(F)(F)F)n(C)c2=O)cc1,0.0,-1.2,3.1,-11,-2,15,2,-2,1,-2.9,3
CCOC(=O)N1CCC(NC(=O)C(CC(C)C)NC(=O)C2CCCCC2)CC1 (stereo not given),1.8,-1.6,2.3,5,7,11,0,0,7,0.7,0
CC1CCCN(C(=O)C2CCN(S(=O)(=O)c3cccc4cccnc34)CC2)C1 (stereo not given),2.6,1.8,2.1,-8,1,-28,-4,-3,119,-0.3,10
CCN(CC)C(=O)C(=O)c1cc(C)n(-c2ccc(F)cc2)c1C,4.5,-2.4,2.1,7,-2,14,-7,-1,-14,-0.1,3
NC(=O)C1CCN(c2ccc(S(=O)(=O)N3CCCCC3)cn2)CC1,1.8,-0.9,4.8,-5,-5,4,-8,0,-9,2.1,-2
CCOC(=O)/C(C#N)=C1/C=Cc2ccccc2N1CC,2.7,-0.6,0.3,-3,6,10,-6,2,6,-1.3,-4
O=C(Cc1ccccc1)NS(=O)(=O)c1ccc(N=NN2CCOCC2)cc1,8.1,1.8,4.3,-11,3,-13,3,-3,-18,2.3,5
NC(=O)CN1CCOCCOCCN(CC(N)=O)CCOCCOCC1,0.8,1.8,2.1,-1,-6,15,8,1,2,-1.0,0
O=C1OCC(CC2=C(O)C(=O)OC2)=C1O,.,.,1.0,-9,6,7,2,1,.,-0.4,-2
Cc1ccc(S(=O)(=O)NC2c3cccc4cccc(c34)C2Sc2n[nH]c(N)n2)cc1 (stereo not given),5.1,-0.2,2.4,1,1,-3,6,2,-8,0.1,-1
COc1ccc(CCN2C(=O)CC(N3CCN(c4ccccn4)CC3)C2=O)cc1OC (stereo not given),3.4,-0.5,-1.0,6,4,-5,-3,-1,-7,-0.7,3
CS(=O)(=O)c1ccc(Cl)c(NC(=O)CSc2nncn2-c2ccccc2)c1,3.6,-4.0,0.1,-2,-4,0,-20,-1,-9,1.7,-1
CCCNC(=O)COc1coc(CN2CCN(C(=O)c3ccco3)CC2)cc1=O,1.5,-1.9,3.0,5,5,-15,-1,2,0,1.4,1
O=C(OCc1ccc2c(c1)OCO2)c1cccc(S(=O)(=O)N2CCCCC2)c1,5.4,0.5,3.0,5,4,10,-6,-11,2,-0.1,0
Cc1c(Cl)cccc1NC(=O)N1CCN(C(=O)c2ccco2)CC1,2.8,-0.2,1.6,-7,-9,-18,-5,-3,-12,0.4,5
COc1cccc(NS(=O)(=O)c2ccc3c(c2)NC(=O)CC(=O)N3)c1,3.7,0.9,0.3,-4,1,9,-5,1,25,0.7,-1
COc1ccc(/C=N/NC(=O)CN(C2=NS(=O)(=O)c3ccccc32)c2ccccc2)cc1OC,1.6,-1.4,1.6,-4,-1,-10,4,1,2,-0.8,3
Cc1ccccc1NC(=O)Cc1nc(COC(=O)/C=C/c2ccccc2)cs1,1.4,-1.2,-1.4,3,1,14,-5,-3,5,-0.1,-5
CC(C)(C)c1ccc(NC(=O)COC(=O)C2(C)CC2(Cl)Cl)cc1 (stereo not given),2.1,3.1,4.3,8,5,-4,-12,-9,-11,0.8,1
CC(Sc1nnc(-c2ccc(Cl)cc2Cl)n1Cc1ccccc1)C(=O)Nc1nccs1 (stereo not given),2.4,-1.2,1.3,-3,-5,-12,-8,4,2,-0.1,4
COC(=O)Cc1cc(=O)n(-c2nc3ccccc3s2)[nH]1,0.7,-2.4,0.6,-4,-1,-3,-5,6,10,-3.6,8
O=C(CSc1cn[nH]n1)Nc1ccccc1C(=O)O,3.3,0.9,0.4,4,2,-14,9,-2,166,-0.3,5
CCOC(=O)Cn1nnnc1CN(Cc1cccs1)Cc1cc2cc(C)ccc2[nH]c1=O,0.3,-0.7,1.8,-1,-7,-2,-4,4,-6,-3.1,-2
COc1ccc(NC(=O)Cn2nnc(C(=O)NCc3ccccc3OC)c2N)cc1Cl,-0.3,-2.4,0.8,-1,2,-7,-2,-3,-19,-1.0,-1
Nc1nnc(SCC(=O)Nc2cccnc2Cl)s1,1.7,0.6,2.6,2,6,8,-8,0,-16,1.6,-3
Cc1ccc(N2C(=O)C3CCC(c4ccccc4)CC3C2=O)cc1 (stereo not given),1.0,-0.2,4.3,5,1,-6,-8,2,0,1.2,2
COc1ccc(NC(=O)CC2C(=O)N(c3ccc(OC)cc3)C(=O)N2CCN2CCN(C)CC2)cc1 (stereo not given),0.4,-1.5,2.3,-6,2,-8,-6,-1,14,-1.0,2
NS(=O)(=O)c1ccc(NC(=O)COc2ccc(C(=O)c3ccc(F)cc3)cc2)cc1,-2.2,0.0,0.1,22,-13,-10,-4,1,107,1.3,-4
O=C(Cn1ncc2c3ccccc3n(Cc3ccccc3)c2c1=O)NCCN1CCOCC1,-2.0,-0.4,1.4,1,-7,-23,-12,1,15,-0.1,0
Cn1ccnc1SCC(=O)Nc1cccc(O)c1,4.2,1.1,2.7,-9,0,7,-5,-1,-34,-2.2,0
O=C(NCCCNc1ccc(C(F)(F)F)cc1[N+](=O)[O-])c1ccc(F)cc1,1.8,-2.0,3.1,3,-5,3,-21,4,4,-0.4,0
COc1cccc(/C=N/Nc2ccc([N+](=O)[O-])cn2)c1O,26*,22*,18*,-1,-5,-20,-5,6,9,1.1,6
CC(=O)Nc1ccc(-c2nc3ccccc3o2)cc1,1.1,-0.3,2.7,-6,0,-2,-5,-2,-7,-0.7,1
Cc1cc2nc(SCCOC(=O)Nc3cccc(Cl)c3)nc(C)c2cc1C,-3.9,-5.2,5.3,-2,1,6,1,-7,-5,1.0,2
COc1cccc(NC(=O)NCc2ccccn2)c1,-1.5,2.4,0.1,-4,-10,-2,-2,2,-2,-1.7,-2
COc1ccc(OC)c(N(CC(=O)NCc2ccncc2)S(C)(=O)=O)c1,0.7,0.1,4.1,1,8,-23,1,-3,9,-1.5,2

# Filtered by structure, the compounds so far containing a Cl atom
SMILES,AddAB inh,E coli growth,phage Ecoli inh,Tat transport,PKA-R1A activ,HTR5A inv ctr,PKA-R2B activ,DAGLB inhibitor,SUMO Mot1 rescue,CDK5 p35 inh,HTR5A ag
CS(=O)(=O)c1ccc(Cl)c(NC(=O)CSc2nncn2-c2ccccc2)c1,3.6,-4.0,0.1,-2,-4,0,-20,-1,-9,1.7,-1
Cc1c(Cl)cccc1NC(=O)N1CCN(C(=O)c2ccco2)CC1,2.8,-0.2,1.6,-7,-9,-18,-5,-3,-12,0.4,5
CC(C)(C)c1ccc(NC(=O)COC(=O)C2(C)CC2(Cl)Cl)cc1 (stereo not given),2.1,3.1,4.3,8,5,-4,-12,-9,-11,0.8,1
CC(Sc1nnc(-c2ccc(Cl)cc2Cl)n1Cc1ccccc1)C(=O)Nc1nccs1 (stereo not given),2.4,-1.2,1.3,-3,-5,-12,-8,4,2,-0.1,4
COc1ccc(NC(=O)Cn2nnc(C(=O)NCc3ccccc3OC)c2N)cc1Cl,-0.3,-2.4,0.8,-1,2,-7,-2,-3,-19,-1.0,-1
Nc1nnc(SCC(=O)Nc2cccnc2Cl)s1,1.7,0.6,2.6,2,6,8,-8,0,-16,1.6,-3
Cc1cc2nc(SCCOC(=O)Nc3cccc(Cl)c3)nc(C)c2cc1C,-3.9,-5.2,5.3,-2,1,6,1,-7,-5,1.0,2

# High-throughput results from PubChem.

# Not a hit list. About 2.3% of those tested had a hit in this group.
